High-throughput results (PubChem BioAssay)
mIDH1 inhibitor – inhibitors of human mutant IDH1 R132H; IDH1-R132H enzyme, NADPH consumption, diaphorase/resazurin fluorescence; 390,000 tested, 0.093% active; Potency, µM (highest dose often 76.6 µM), inactives show top-dose activity change, negative = inhibition, usual class: inhibitors; further: on the % scale 0 is the no-effect control and ±100 the full control effect; nearly all actives have a fitted effect of over 65% in size
Target sequence (O75874 whole entry R132H, stated change not applied): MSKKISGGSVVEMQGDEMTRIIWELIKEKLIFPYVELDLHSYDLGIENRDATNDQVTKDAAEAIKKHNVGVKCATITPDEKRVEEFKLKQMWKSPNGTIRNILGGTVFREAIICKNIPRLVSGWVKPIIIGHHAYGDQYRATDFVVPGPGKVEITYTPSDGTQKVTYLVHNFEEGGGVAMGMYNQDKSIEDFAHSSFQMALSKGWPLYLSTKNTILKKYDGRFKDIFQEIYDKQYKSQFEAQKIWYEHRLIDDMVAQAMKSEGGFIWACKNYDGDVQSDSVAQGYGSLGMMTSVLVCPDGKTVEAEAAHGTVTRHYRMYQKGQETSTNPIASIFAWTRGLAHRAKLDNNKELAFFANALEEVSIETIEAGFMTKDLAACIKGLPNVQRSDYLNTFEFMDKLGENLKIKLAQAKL
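IDH1-R132H (0.5 ug/mL) preincubated 30 min with compound, then NADPH (0.016 mM) and alpha-KG (2 mM) added; 80 min at RT, pH 7.5. Remaining NADPH coupled via diaphorase/resazurin to fluorescence (540/590 nm); concentration-response curves normalized to no-enzyme control.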
ALOX12 inh – blocks human arachidonate 12S-lipoxygenase; P18054; purified 12hLO, xylenol orange hydroperoxide absorbance; Potency, µM (doses to about 108 µM), for inactives: top-dose activity change, negative = inhibition, actives largely listed as inhibitors; 580,000 tested, 1.1% active; further: on the % scale 0 is the no-effect control and ±100 the full control effect
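Purified human 12hLO (150 nM final) in 25 mM Hepes, 0.01% Triton X-100, pH 7.0 was preincubated 15 min at room temperature with compound. Then 40 uM arachidonic acid was added, 30 min. Hydroperoxide was read by Fe-XO absorbance ratio 573/405 nm.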
rTrxR1 inhibitor – inhibitors of rat thioredoxin reductase 1; O89049; recombinant rTrxR1, NADPH fluorescence consumption, selenite substrate; Potency, µM (series often up to 114 µM), for the others: at the top dose activity change, negative = inhibition, most hits filed as inhibitors; 390,000 tested, 1% active; AID 588453; further: on the % scale 0 is the no-effect control and ±100 the full control effect; nearly all actives have a fitted effect of over 65% in size
Target sequence (O89049 whole entry, looked up): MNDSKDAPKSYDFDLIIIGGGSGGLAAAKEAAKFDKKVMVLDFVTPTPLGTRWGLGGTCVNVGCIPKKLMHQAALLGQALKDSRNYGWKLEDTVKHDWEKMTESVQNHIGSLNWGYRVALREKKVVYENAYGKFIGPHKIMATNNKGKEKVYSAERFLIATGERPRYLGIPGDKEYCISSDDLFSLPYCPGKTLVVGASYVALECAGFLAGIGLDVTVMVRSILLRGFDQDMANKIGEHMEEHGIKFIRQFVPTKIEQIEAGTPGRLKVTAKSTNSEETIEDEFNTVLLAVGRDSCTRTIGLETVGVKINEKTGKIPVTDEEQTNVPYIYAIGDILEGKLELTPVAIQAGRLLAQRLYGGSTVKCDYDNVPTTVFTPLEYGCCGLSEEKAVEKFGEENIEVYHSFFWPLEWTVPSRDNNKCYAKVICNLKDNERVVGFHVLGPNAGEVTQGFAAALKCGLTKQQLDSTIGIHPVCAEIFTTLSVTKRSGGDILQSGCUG
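Rat TrxR1 (90 nM in the dispensed reagent) was pre-reduced with 400 uM NADPH for 5 min at room temperature, then incubated with compound for 15 min. After 400 uM selenite was added, NADPH fluorescence (Ex 340/Em 450 nm) was followed for 8 min.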
RGS4 inh – human RGS4 inhibition. Transcreener GDP fluorescence polarization, RGS4-accelerated GTP hydrolysis. 390,000 tested, 0.039% active. P49798. Potency, µM (titrated, usually from 114 µM), inactives show at the highest dose activity change, negative = inhibition, hits mostly inhibitors; further: on the % scale 0 is the no-effect control and ±100 the full control effect; nearly all actives have a fitted effect of over 75% in size; some results filed as inactive show a strong effect at the top dose
Target sequence (P49798 whole entry, looked up): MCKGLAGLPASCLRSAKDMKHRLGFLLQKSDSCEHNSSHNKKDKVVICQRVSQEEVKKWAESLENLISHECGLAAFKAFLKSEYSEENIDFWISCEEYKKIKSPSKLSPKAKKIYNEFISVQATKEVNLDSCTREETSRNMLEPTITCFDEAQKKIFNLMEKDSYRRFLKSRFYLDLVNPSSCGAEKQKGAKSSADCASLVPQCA
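MLSMR compounds (23 nl, pin-transferred) preincubated 10 min at room temperature with a 500nM (2x) first reagent, then RGS4 at 900nM (2x) plus Transcreener GDP mix added; fluorescence polarization (620/688 nm) read before and after 90 min at 30 °C.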
RXFP1 agonist – activates the human relaxin receptor RXFP1. 370,000 tested, 0.3% active. Potency, µM (titrated, usually from 57.5 µM), inactives show at the highest dose activation, actives largely listed as activators. HEK293T-RXFP1 cAMP TR-FRET, 30 min; response scale: percent of porcine relaxin response, buffer zero. AID 2676; further: on the % scale 0 is the no-effect control and ±100 the full control effect; nearly all actives have a fitted effect of over 60% in size; many of its hits are not listed in these tables
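HEK293 cells stably expressing RXFP1, treated 30 min at 37C with compounds plus PDE4 inhibitor Ro 20174; cAMP measured by HTRF TR-FRET. Normalized to buffer and 29 nM porcine relaxin; EC50 by Hill fit.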
USP1-UAF1 inh – USP1/UAF1 (human) deubiquitinase inhibition. O94782. AID 743255. 390,000 tested, 0.23% active. recombinant USP1/UAF1, Ub-Rhodamine cleavage fluorescence. Potency, µM (doses to about 57.1 µM), without a hit: at the top dose activity change, negative = inhibition, usual class: inhibitors; further: on the % scale 0 is the no-effect control and ±100 the full control effect; nearly all actives have a fitted effect of over 60% in size; inactives centre near -12
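Step one: compound is pinned into 1nM USP1/UAF1 in HEPES pH 7.8 buffer with TCEP. Step two: 15 min room-temperature incubation. Step three: Ub-Rho (150nM final) starts cleavage, tracked by fluorescence over six one-minute reads.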
Vif-APOBEC3G blk – inhibitors of Vif-APOBEC3G interaction | 410,000 tested, 0.076% active | Q9HC16 | HeLa A3G-eYFP + Vif (tagged APOBEC3G with the HIV-1 protein that degrades it), YFP fluorescence, overnight | Potency, µM (series often up to 46.1 µM), without a hit: at the top dose activity, negative = active, actives largely listed as inhibitors;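 further: on the % scale 0 is the no-effect control and ±100 the full control effect; nearly all actives have a fitted effect of over 60% in size; hits raise eYFP signal because A3G escapes Vif-driven loss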
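Read-out is eYFP fluorescence (Ex 488/Em 500-530) from Vif-expressing HeLa A3G-eYFP cells; more signal means A3G escaped Vif-mediated degradation. Cells plated overnight, compound pinned in, incubated overnight at 37 deg C.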
Vif-APOBEC3F blk – Vif-A3F binding inhibition; Potency, µM (doses to about 46.1 µM), for inactives: at the top dose activity, negative = active; HeLa A3F-eYFP + Vif (tagged APOBEC3F with the HIV-1 protein that degrades it), YFP fluorescence increase; 390,000 tested, 0.2% active; further: % of control where 0% means no effect; nearly all actives have a fitted effect of over 65% in size
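HeLa cells stably expressing A3F-eYFP plus Vif, plated and incubated overnight at 37 deg C, then exposed to compounds overnight at 37 deg C. Blocked degradation read as raised yellow fluorescence (Ex 488/Em 500-530).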
TrxR1 substrate – substrates of rat thioredoxin reductase 1; purified TrxR1 substrate turnover, NADPH consumption readout; 390,000 tested, 0.01% active; Potency, µM (series often up to 114 µM), inactives show at the highest dose activity change, negative = substrate turnover; O89049; further: on the % scale 0 is the no-effect control and ±100 the full control effect; nearly all actives have a fitted effect of over 50% in size
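Rat TrxR1, dispensed at 90 nM, was prereduced with 400 uM NADPH (final) for 5 min at ~22 deg C, then incubated with compound 15 min before 400 uM selenite. A first-read NADPH fluorescence drop versus no-compound background flagged substrates.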
Starred values were filed as active, the others as inactive; ? = inconclusive; . = no result given; & = joins results of further samples; [ ] = another dose, or the depositor's remark. The call rests on the fitted dose curve; in most records, active means well fitted curve in the direction sought with a large enough effect; inconclusive means small, poorly fitted or top-dose-only effect, or another doubt; inactive means no such curve, though single readings can be large; an effect the other way counts as inactive or inconclusive. Potency means the concentration at half of the fitted maximal effect. An excerpt, so the mix of outcomes need not match the whole.

Order of values: ALOX12 inh	mIDH1 inhibitor	USP1-UAF1 inh	rTrxR1 inhibitor	TrxR1 substrate	Vif-APOBEC3G blk	RXFP1 agonist	RGS4 inh	Vif-APOBEC3F blk
> CCOc1cc(/C=C2/N=C(c3ccc(C(C)(C)C)cc3)OC2=O)cc(Cl)c1OS(C)(=O)=O
→ ?	-8%	-7%	5%	-1%	0%	4.1%	2%	4%
> Cc1cccc2cc(CN(CCN3CCOCC3)C(=O)Nc3ccccc3F)c(=O)[nH]c12
→ -21%	-1%	-19%	4%[57.1 µM]	10%	-12%	0.5%	13%	-12%
> O=C(COC(=O)c1cccc(S(=O)(=O)N2CCc3ccccc32)c1)Nc1ncc(Cl)cc1Cl
→ -30%	4%	-9%	34%[57.1 µM]	11%[57.1 µM]	0%	1.9%	-7%	-4%
> COc1ccc(C2NN=C(c3c[nH]c4ccccc34)C2O)cc1 (stereo not drawn)
→ -27%	6%	3%	15%[2.29 µM]	4%[57.1 µM]	?	2.1%	-14%	22µM*
> S=C1NC2=C(CCC/C2=C\c2ccc(Cl)cc2)C(c2ccc(Cl)cc2)N1 (stereo not drawn)
→ 25µM*	-1%	-9%	1%[57.1 µM]	-6%	1%	1.8%	?	9%
> CCOC(=O)c1ccc2[nH]c3c(c2c1)CCCCC3=O
→ 17%	0%	4%	35%	17%	1%	3.4%	4%	-4%
> CC(OC(=O)CN1C(=O)c2ccccc2C1=O)C(=O)NC1CCCCC1C (stereo not drawn)
→ -5%	9%	3%	1%	-5%	1%	-0.6%	1%	-20%
> CSc1ccccc1C(=O)C1CCCN(Cc2cnn(-c3ccccc3)c2)C1 (stereo not drawn)
→ -8%	11%	-1%	12%[57.1 µM]	-24%[57.1 µM]	2%	-1.7%	-48%	7%
> Cc1nc(CN(C)C(=O)CC2C(=O)NCCN2Cc2ccc(F)cc2)cs1 (stereo not drawn)
→ -13%	3%	-4%	?	1%	0%	-0.7%	4%	1%
> CCn1c(SCC(=O)N2CCN(c3ccc(F)cc3)CC2)nc2ccccc2c1=O
→ 61%	-12%	1%	-1%	-8%	0%	1.5%	25%	-9%
> CSc1nc(C)cc(Oc2ccccc2)n1
→ 4%	0%	-10%	-9%[57.1 µM]	-5%[57.1 µM]	-6%	2.2%	10%	-4%
> O=C(O)c1ccc(COCC(F)(F)F)cc1
→ -15%	1%	1%	-9%	-6%	0%	-0.6%	7%	7%
> Cc1ccc(-c2csc(NC(=O)Cc3ccc(F)cc3)n2)o1
→ ?	0%	-18%	-38%	7%[57.1 µM]	0%	1.4%	?	-1%
> COc1ccc(Cl)cc1NS(=O)(=O)c1ccc2c(c1)NC(=O)CCS2
→ 2%	-6%	-21%	9%	-4%	-4%	-0.4%	-5%	-8%
> COc1cc(C2CC(=O)C=C(O)C2)cc(OC)c1OC (stereo not drawn)
→ -15%	5%	1%	11%[57.1 µM]	7%[57.1 µM]	0%	0.7%	55%[activator]	5%
> O=C(CSc1nc(O)cc(=O)[nH]1)N1c2ccccc2Sc2ccccc21
→ ?	3%	-19%	-10%[57.1 µM]	-2%[57.1 µM]	1%	0.4%	14%	-8%
> O=C1CC(/C=C/c2ccc([N+](=O)[O-])cc2)=Nc2ccccc2N1
→ -9%	-4%	-21%	-15%	-7%	-5%	1.7%	-24%[11.4 µM]	1%
> Cc1cccc2sc(NC(=O)c3cccc(S(=O)(=O)N4CCc5ccccc54)c3)nc12
→ -5%	-1%	-19%	10%	6%	-7%	-0.5%	26%	3%
> Cc1nc(SCC(=O)NC2CCCCC2)[nH]c(=O)c1C
→ 3%	5%	0%	10%	-2%	2%	0.8%	3%	-9%
> CCOC(=O)[C@H]1[C@H]2COc3ccccc3[C@@H]2N2C(=O)[C@@H](C)NC(=O)[C@@]12C
→ -9%	2%	-26%	?	3%	0%	.	-8%	-5%
> [O-]/[N+](=C/c1ccc(F)cc1)c1ccc(Cl)cc1
→ .	7%	-9%	-16%	-16%	9%	2.4%	?	-2%
> COc1ccccc1N1CCN(CC(=O)Nc2nc(C)c(C(=O)N(C)C)s2)CC1
→ ?	1%	-7%	19%	1%	0%	0.3%	-6%	1%
> CCOC(=O)N1CCN(S(=O)(=O)c2ccc3c(c2)CCN3C(=O)C2CC2)CC1
→ -28%	8%	-16%	-8%	-4%	3%	1.7%	-29%	17%
> CC(C)Cc1cc(C(=O)O)c2ccccc2n1
→ -6%	-1%	-13%	3%[11.4 µM]	9%[11.4 µM]	-1%	.	6%	-3%
> CCOc1nc2c(c(=O)n(C)c(=O)n2C)n1Cc1ccccc1Cl
→ 22%&32%	0%	-21%	21%	10%	1%	0.0%	2%	-7%
> COc1ccccc1CNC(=O)Cn1cc(Br)ccc1=O
→ 0%	3%	-21%	3%	0%	-1%	1.9%	-3%	7%
> CC(=O)Nc1ccc(NC(=O)Cc2ccc(S(=O)(=O)N3CCCCC3)cc2)cc1
→ -8%	2%	-15%	0%	-9%	0%	-0.2%	-30%	-6%
> CC(O)[C@H]1CNC(=O)C(=O)N1CC(C)(C)C (stereo partly drawn)
→ 0%	-6%	-25%	12%[57.1 µM]	10%[57.1 µM]	1%	-0.6%	10%	6%
> CC1=C(c2ccccc2)CCC1=O
→ 8%	27%	-11%	26%[57.1 µM]	11%[57.1 µM]	0%	.	9%	1%
> COc1cccc(CNC(=O)CSc2nnc(C)c3c(C)n(-c4ccccc4)nc23)c1OC
→ -14%	12%	3%	14%	1%	-5%	21%	7%	-14%
> N#CC1=C(N)N=C(SCc2cccc3ccccc23)C(C(N)=O)C12CCCCC2 (stereo not drawn)
→ -6%	-8%	-4%	-7%	-5%	-5%	-0.3%	-22%	-6%
> C=CCc1cc(OC)ccc1OCCCCn1cncn1
→ 0%	0%	-12%	-2%	-3%	-1%	2.3%	21%	-6%
> CC(=O)O[C@@H]1[C@H](OC(=O)CC(C)C)c2c(ccc3ccc(=O)oc23)OC1(C)C
→ 8%	1%	?	13%	15%	-5%	-1.2%	3%	0%
> O=C1CN(C(=O)CSc2nc(-c3ccccc3)cs2)c2ccccc2N1
→ 13%	3%	-28%	-2%	-7%	-6%	0.5%	1%	0%
> COc1cccc(Oc2cnc(N)nc2-c2ccc(OC)cc2O)c1
→ -13%&3%	3%	-14%	-11%	-9%	?	-0.8%	-22%	7%
> Nc1scc(-c2ccncc2)c1Cl
→ ?	-2%	-12%	-4%[57.1 µM]	-4%	5%	-0.5%	-35%	-7%
> CCOC(=O)C1=C(N)N2C(=O)C(C)SC2=C(C(=O)OCC)C1c1cc(OC)c(OC)c(OC)c1 (stereo not drawn)
→ 13%	-17%	-25%	2%	-12%	2%	0.5%	-2%	3%
> COc1ccc(NC(=S)N2CCCCCC2)cc1OC
→ 0%	2%	-20%	0%[57.1 µM]	-3%[57.1 µM]	1%	0.1%	2%	1%
> O=C(NCc1cccnc1)C1c2ccccc2C(=O)N1C1CCCCCCC1 (stereo not drawn)
→ -24%	1%	-8%	-8%[11.4 µM]	10%[57.1 µM]	1%	-2.5%	-7%	5%
> COc1ccc(OC)c(NC(=O)C2CCCCC2C(=O)O)c1 (stereo not drawn)
→ 0%	2%	-3%	19%[57.1 µM]	8%[57.1 µM]	1%	-2.2%	6%	0%
> CCN(CC)S(=O)(=O)c1cccc(NC(=O)CN(C)Cc2cccc(OC)c2)c1
→ ?	4%	-15%	16%	3%	0%	1.3%	-4%	2%
> Cc1ccc(S(=O)(=O)CCC(=O)Nc2ccccc2N2CCCC2)cc1
→ ?	0%	-14%	0%	1%	-1%	1.3%	27%	2%
> CC1CCCN(CCSc2ccc(Cl)cc2)C1 (stereo not drawn)
→ -39%	3%	-5%	-9%	-3%	-6%	1.2%	-27%	-8%
> CCOC(=O)c1[nH]c(C)c(C(=O)Nc2ccc(C)cc2C)c1C
→ .	0%	-24%	3%[57.1 µM]	-2%[57.1 µM]	?	-0.5%	-7%	-13%
> Cc1nnc(SCC(=O)NNC(=O)c2ccc(F)cc2)n1Cc1ccccc1
→ 6%	-12%	-6%	1%[2.29 µM]	-2%[2.29 µM]	2%	.	2%	-8%
> Cc1ccc(S(=O)(=O)N2CCCC2CNC(=O)C(=O)NC2CC2)cc1 (stereo not drawn)
→ 13%	-1%	-6%	-6%[57.1 µM]	-4%[57.1 µM]	-2%	0.9%	-13%	-7%
> COc1ccc(C2C(C#N)=C(N)OC3=C2C(=O)CC(C)(C)C3)c([N+](=O)[O-])c1OC (stereo not drawn)
→ -2%	6%	-11%	6%[57.1 µM]	15%[57.1 µM]	0%	1.3%	7%	-2%
> Cc1ccc(C)c(S(=O)(=O)Nc2ccc(C(=O)N3CCC3)cc2)c1
→ -27%	-6%	-28%	24%[57.1 µM]	-4%	-9%	0.0%	0%	-6%
> O=C(Cn1cc(SCc2ccccc2F)c2ccccc21)N1CCCC1
→ -2%	0%	-22%	14%	3%	-4%	1.1%	-17%	-4%

Two neighbouring records out of the list so far:
Order of values: ALOX12 inh	mIDH1 inhibitor	USP1-UAF1 inh	rTrxR1 inhibitor	TrxR1 substrate	Vif-APOBEC3G blk	RXFP1 agonist	RGS4 inh	Vif-APOBEC3F blk
> Cc1ccc(C)c(S(=O)(=O)Nc2ccc(C(=O)N3CCC3)cc2)c1
→ -27%	-6%	-28%	24%[57.1 µM]	-4%	-9%	0.0%	0%	-6%
> O=C(Cn1cc(SCc2ccccc2F)c2ccccc21)N1CCCC1
→ -2%	0%	-22%	14%	3%	-4%	1.1%	-17%	-4%
